Source: PubChem
Tb PGK inh = T. brucei PGK inhibition; P07378; PGK/GAPDH coupled, Kinase-Glo luminescence, 60 min; Potency, µM (highest dose often 57.5 µM), without a hit: at the top dose activity change, negative = inhibition, actives largely listed as inhibitors; 380,000 compounds, 0.043% hits; AID 602233; further: on the % scale 0 is the no-effect control and ±100 the full control effect; nearly all actives have a fitted effect of over 60% in size
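Recombinant glycosomal PGK reaction used 1,3-bisphosphoglycerate generated in-well by GAPDH (100nM final) in 100mM TEA pH 7.6, 5mM MgCl2, 0.01% Tween-20. After 60 minutes at room temperature, ATP was read by Kinase-Glo Plus luminescence end-point.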
JMJD2A Tudor inh = inhibitors of human JMJD2A Tudor domain; AlphaScreen JMJD2A-Tudor / H3K4me3 peptide binding; O75164; Potency, µM (series often up to 114 µM), inactives show at the highest dose activity change, negative = inhibition, usual class: inhibitors; 390,000 compounds, 4.4% hits; further: on the % scale 0 is the no-effect control and ±100 the full control effect; nearly all actives have a fitted effect of over 50% in size
Pin1 inh = blocks the human prolyl isomerase Pin1. Potency, µM (doses to about 115 µM), for inactives: at the highest dose activity, negative = inhibition, most hits filed as inhibitors. Q13526. Pin1 FP peptide displacement, HiFluor488, 10 min. AID 504891. 390,000 compounds, 0.009% hits; active means well fitted inhibition curve with a large enough effect in the polarisation, with a control signal flat, not every such curve was filed as active; inconclusive means small, poorly fitted or top-dose-only effect, or effect the other way, or a change in a side signal; inactive means no such curve, though single readings can be large or run the other way; the % refers to the polarisation; further: on the % scale 0 is the no-effect control and ±100 the full control effect
ERG-DNA inh = inhibitors of human ERG Ets domain-DNA interaction. 370,000 compounds, 0.028% hits. AID 624246. Potency, µM (doses to about 76.9 µM), inactives show at the top dose FP activity, negative = inhibition, actives largely listed as inhibitors. fluorescence polarization, His-ERG Ets domain / labelled DNA. P11308; active means well fitted inhibition curve with a large enough effect in the polarisation, with a control signal flat; inconclusive means small, poorly fitted or top-dose-only effect, or effect the other way, or a change in a side signal; inactive means no such curve, though single readings can be large or run the other way; the % refers to the polarisation;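 further: polarization taken with two DNA probes labelled with fluorescein and Texas red; % of control where 0% means no effect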
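His-tagged ERG Ets domain (1 uM in the protein solution; 300mM KCl, 50mM Tris-HCl, 1mM EDTA, 1mM DTT, pH 7.5) received compound, then a probe mix of 5 nM fluorescein-DNA and 100nM Texas-615-DNA. Fluorescence polarization was read for both dyes.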
rTrxR1 inhibitor = blocks rat thioredoxin reductase 1 | O89049 | recombinant rTrxR1, NADPH fluorescence consumption, selenite substrate | Potency, µM (doses to about 114 µM), inactives show top-dose activity change, negative = inhibition, hits mostly inhibitors | 390,000 compounds, 1% hits; further: on the % scale 0 is the no-effect control and ±100 the full control effect; nearly all actives have a fitted effect of over 65% in size
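Rat TrxR1 (90 nM in the dispensed reagent) was pre-reduced with 400 uM NADPH for 5 min at room temperature, then incubated with compound for 15 min. After 400 uM selenite was added, NADPH fluorescence (Ex 340/Em 450 nm) was followed for 8 min.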
HP1b chromo inh = inhibitors of HP1-beta chromodomain binding to methylated histone tails. 390,000 compounds, 0.56% hits. Potency, µM (doses to about 114 µM), without a hit: at the top dose activity change, negative = inhibition, hits mostly inhibitors. AID 540317. AlphaScreen HP1-beta / biotin-H3K9me3 peptide binding; further: nearly all actives have a fitted effect of over 70% in size; inactives centre near 23
Target sequence (P83916 whole entry, looked up): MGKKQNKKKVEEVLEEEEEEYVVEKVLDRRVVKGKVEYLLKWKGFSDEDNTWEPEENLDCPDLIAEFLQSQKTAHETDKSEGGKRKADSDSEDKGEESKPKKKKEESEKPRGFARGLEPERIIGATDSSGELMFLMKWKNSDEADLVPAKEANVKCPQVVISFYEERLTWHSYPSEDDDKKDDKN
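Compound inhibition of the preformed complex between 50 nM HP1-beta and 50 nM biotinylated H3K9me3 peptide was read by AlphaScreen. Buffer was PBS pH 7.4 with 0.01% Tween-20. Incubations ran 30 min at room temperature, with 10 ug/mL donor/acceptor beads.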
RGS4 inhibitor = blocks human RGS4-accelerated GTP hydrolysis; Potency, µM (highest dose often 114 µM), inactives show top-dose activity change, negative = inhibition, actives largely listed as inhibitors; 390,000 compounds, 0.039% hits; AID 504845; Transcreener GDP fluorescence polarization, RGS4-accelerated GTP hydrolysis; P49798; further: on the % scale 0 is the no-effect control and ±100 the full control effect; nearly all actives have a fitted effect of over 75% in size; some results filed as inactive show a strong effect at the top dose
Target sequence (P49798 whole entry, looked up): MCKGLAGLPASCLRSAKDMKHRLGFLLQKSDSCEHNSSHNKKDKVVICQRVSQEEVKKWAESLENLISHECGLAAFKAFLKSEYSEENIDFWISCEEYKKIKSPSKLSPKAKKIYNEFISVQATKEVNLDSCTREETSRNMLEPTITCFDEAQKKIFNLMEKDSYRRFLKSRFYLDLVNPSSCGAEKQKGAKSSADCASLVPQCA
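MLSMR compounds (23 nl, pin-transferred) preincubated 10 min at room temperature with a 500nM (2x) first reagent, then RGS4 at 900nM (2x) plus Transcreener GDP mix added; fluorescence polarization (620/688 nm) read before and after 90 min at 30 °C.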
GLS inhibitor = glutaminase GLS (human) inhibition | O94925 | GLS enzymatic activity, qHTS titration | Potency, µM (series often up to 45.5 µM), inactives show at the highest dose activity change, negative = inhibition, most hits filed as inhibitors | 410,000 compounds, 0.21% hits | AID 624170; further: on the % scale 0 is the no-effect control and ±100 the full control effect
Target sequence (O94925 whole entry, looked up): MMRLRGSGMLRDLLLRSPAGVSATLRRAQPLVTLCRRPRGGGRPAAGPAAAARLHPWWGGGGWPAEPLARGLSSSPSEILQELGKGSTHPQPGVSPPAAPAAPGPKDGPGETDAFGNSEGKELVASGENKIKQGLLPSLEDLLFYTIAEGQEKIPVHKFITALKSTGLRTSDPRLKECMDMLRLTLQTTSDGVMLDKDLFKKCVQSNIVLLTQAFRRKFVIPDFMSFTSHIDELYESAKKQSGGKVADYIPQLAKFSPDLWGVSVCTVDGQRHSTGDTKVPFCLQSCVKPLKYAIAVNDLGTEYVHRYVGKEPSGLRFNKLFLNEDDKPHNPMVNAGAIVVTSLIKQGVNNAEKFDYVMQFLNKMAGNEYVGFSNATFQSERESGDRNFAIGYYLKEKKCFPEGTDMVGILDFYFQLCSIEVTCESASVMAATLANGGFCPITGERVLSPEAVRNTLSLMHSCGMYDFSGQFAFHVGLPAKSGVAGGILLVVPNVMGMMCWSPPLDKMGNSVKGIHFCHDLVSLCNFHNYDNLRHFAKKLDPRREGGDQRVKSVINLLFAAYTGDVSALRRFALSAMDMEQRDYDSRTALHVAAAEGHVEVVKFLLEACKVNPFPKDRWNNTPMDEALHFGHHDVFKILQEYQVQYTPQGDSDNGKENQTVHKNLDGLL
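Read-out is an Amplex red fluorescence increase coupled through glutamate oxidase and HRP, measured before and after 30 min room-temperature incubation. hKGA is in 45 mM KH2PO4 (pH 8.2) with 0.02% Tween-20; glutamine added as 1mM solution.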
ALOX12 inh = ALOX12 (human) lipoxygenase inhibition. P18054. purified 12hLO, xylenol orange hydroperoxide absorbance. Potency, µM (series often up to 108 µM), for inactives: top-dose activity change, negative = inhibition, most hits filed as inhibitors. 580,000 compounds, 1.1% hits; further: on the % scale 0 is the no-effect control and ±100 the full control effect
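Purified human 12hLO at 150 nM in 25 mM Hepes, 0.01% Triton X-100, pH 7.0, preincubated 15 min at room temperature with compound. Reaction started with 40 uM arachidonic acid, 30 min at room temperature. Hydroperoxide measured by Fe-xylenol orange, 573/405 nm absorbance ratio.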
Numbers without * were called inactive; i = inactive; ? = inconclusive; . = no result given; & = joins results of further samples; [ ] = dose if it differs, or a comment. Unless noted, the call rests on the fitted dose curve; in most records, active means well fitted curve in the direction sought with a large enough effect; inconclusive means small, poorly fitted or top-dose-only effect, or another doubt; inactive means no such curve, though single readings can be large; an effect the other way counts as inactive or inconclusive. Potency means the concentration at half of the fitted maximal effect.

SMILES	Tb PGK inh	JMJD2A Tudor inh	Pin1 inh	ERG-DNA inh	rTrxR1 inhibitor	HP1b chromo inh	RGS4 inhibitor	GLS inhibitor	ALOX12 inh
Cc1ccc(C)c(NC(=S)NC(NC(=O)N(C)C)C(Cl)(Cl)Cl)c1 (stereo not given)	5%	-31%	0%	.	?	16%	-13%	-2%	?
O=C(Cn1cnc([N+](=O)[O-])c1)NCCc1ccccc1	3%	-8%	4%	2%	-16%	21%	16%	3%	9%
CC1CCN(C(NC(=O)c2ccco2)C(=O)c2ccccc2)CC1 (stereo not given)	2%	-11%	2%	-1%	4%[57.1 µM]	53%[activator]	-1%	-5%	-19%&-11%
N#CCSc1nc2[nH]ncc2c(=O)n1-c1ccccc1Br	-1%	-6%	2%	2%	2%	27%	-4%	-2%	1%
CCN(C[C@H]1N[C@@](C)(C(=O)OC)[C@H]2C(=O)N(C)C(=O)[C@@H]12)C(=O)c1ccc(F)cc1	-6%	-25%	-8%	5%	22%	59%[activator]	-18%	-7%	-26%
Cc1nn(CC(=O)NCC(C)c2ccccc2)c(=O)c2cc3occc3n12 (stereo not given)	9%	-8%	-10%	-1%	5%	58%[activator]	9%[11.4 µM]	-2%	-1%
O=C(N/N=C/c1ccc(N2CCOCC2)c([N+](=O)[O-])c1)c1ccc(F)cc1	i	-24%[57.1 µM]	-1%	-3%	-15%	27%	-5%[56.9 µM]	1%	0%
Cc1ccc(NC(=O)C2C3CCCC2C3c2ccccc2)c(C)c1 (stereo not given)	i	-8%	-1%	-11%	8%[11.4 µM]	41%[activator]	19%	0%	-6%
Cc1c(NC(=O)c2ccc(S(=O)(=O)N(C)c3ccccc3)cc2)c(=O)n(-c2ccccc2)n1C	4%	-3%	-11%	-5%	24%	37%	22%	10%	-5%
Cc1ccc(-n2nc3c(c2NC(=O)CCC2CCCCC2)CS(=O)C3)cc1 (stereo not given)	i	4%	-2%	-8%	26%	23%	-16%	-6%	-17%
CC(C)(C)c1ccc(C(=O)Nc2ccc(C(=O)N3CCOCC3)cc2)cc1	-3%	-1%	-3%	14%	-18%	32%	-5%	-6%	-14%
CCc1ccccc1N=C1SCC(=O)N1C	0%	2%	3%	-1%	1%	17%	6%	2%	3%
Cc1ccc(C(=O)Nc2cccc(Oc3ccccc3)c2)o1	-3%	-4%	0%	-2%	13%	37%	-19%	-5%	-2%
COC(=O)Nc1ccc(S(=O)(=O)N2CCN(c3ccc(F)cc3)CC2)cc1	0%	-22%[57.1 µM]	-2%	-3%	17%	18%	-13%[56.9 µM]	9%	0%
COc1ccc(C/C(C)=N\NC(=O)c2cn(C)c3ccccc23)cc1OC	-2%	-8%	-1%	-23%	8%	17%	32%	2%	0%
O=C(Nc1cccc([N+](=O)[O-])c1)N(c1ccccc1)c1ccccc1	-3%	-10%	4%	.	-11%	0%	-21%	3%	-19%
O=C(Nc1cccc(F)c1)C1CCN(C(=O)c2ccc(Cl)cc2)CC1	1%	7%	8%	0%	9%[57.1 µM]	28%	-10%	118%[activator]	-2%
CCn1c(NCc2c[nH]c3ccccc23)nc2ccccc21	6%	-27%	-16%	-3%	3%	21%	27%	-7%	?
Cc1noc(C)c1S(=O)(=O)N1CCN(S(=O)(=O)c2ccccc2C#N)CC1	-6%	-10%	6%	1%	11%	-18%	15%	-2%	?
C=CCn1c(=O)n(C(=O)OCC)c2cc(Br)ccc21	-5%	-1%	-3%	-11%	9%[57.1 µM]	41%[activator]	-12%	0%	8%

In a second layout: 2 of the compounds above.
> COC(=O)Nc1ccc(S(=O)(=O)N2CCN(c3ccc(F)cc3)CC2)cc1
- Tb PGK inh: 0%
- JMJD2A Tudor inh: -22%[57.1 µM]
- Pin1 inh: -2%
- ERG-DNA inh: -3%
- rTrxR1 inhibitor: 17%
- HP1b chromo inh: 18%
- RGS4 inhibitor: -13%[56.9 µM]
- GLS inhibitor: 9%
- ALOX12 inh: 0%

> COc1ccc(C/C(C)=N\NC(=O)c2cn(C)c3ccccc23)cc1OC
- Tb PGK inh: -2%
- JMJD2A Tudor inh: -8%
- Pin1 inh: -1%
- ERG-DNA inh: -23%
- rTrxR1 inhibitor: 8%
- HP1b chromo inh: 17%
- RGS4 inhibitor: 32%
- GLS inhibitor: 2%
- ALOX12 inh: 0%

(list continues)
SMILES	Tb PGK inh	JMJD2A Tudor inh	Pin1 inh	ERG-DNA inh	rTrxR1 inhibitor	HP1b chromo inh	RGS4 inhibitor	GLS inhibitor	ALOX12 inh
F[B-](F)(F)c1cnc2ccccc2c1	-6%	-18%	-6%	-3%	17%	3%	10%	-1%	-45%
CN(C)C1(CNC(=S)Nc2ccccc2C(F)(F)F)CCCCC1	2%	-3%[57.1 µM]	-2%	-4%	28%[57.1 µM]	30%	-6%	-8%	-29%
CCN(CC)CCNc1nc(-c2ccccc2)nnc1C(F)(F)F	-9%	-3%	-4%	-2%	4%	26%	-6%	-3%	.
CCCCN(C)C(=O)C1CCCN(c2ncnc3onc(-c4ccc(F)cc4)c23)C1 (stereo not given)	-3%	-20%	-8%	1%	-4%	7%	-8%	-3%	-20%
Clc1ccc2nc(SCc3nnc(-c4ccccc4)o3)[nH]c2c1	2%	-8%	1%	7%	11%	37%	-1%	5%	4%
O=c1[nH]cnc2c1ncn2C1OCC(O)C(O)C1O (stereo not given)	-14%	-16%	4%	6%	5%	64%[activator]	-31%	0%	18%
CCC1CCCCN1C(=O)Nc1cccc(NC(=O)N2CCCCC2CC)c1 (stereo not given)	-6%	-7%	-13%	3%	7%[57.1 µM]	28%	-4%	1%	0%
CCOc1ccc2nc(NC(=O)c3nc(SCc4ccc(C)cc4)ncc3Cl)sc2c1	-3%	-7%	-6%	-3%	21%	42%[activator]	2%	0%	-42%
O=C(Oc1ccc2ccc(O)cc2c1)c1ccccc1Cl	-5%	-12%	2%	6%	20%[57.1 µM]	34%	-22%	38%[activator]	-5%
CCOC(=O)c1c(-c2ccccc2)oc2ccc(NS(=O)(=O)c3ccc(OC)cc3)cc12	-7%	-4%	17%	-6%	1%	20%	-12%	1%	-21%
O=C(CSc1nnc(-c2ccccc2)c(-c2ccccc2)n1)NCC1CCCO1 (stereo not given)	i	-15%	-8%	-13%	16%	2%	9%	-4%	8%
CC(C)COP(=O)(OCC(C)C)C(O)c1ccc2c(c1)OCO2 (stereo not given)	2%	-7%	5%	0%	5%	30%	7%	4%	108%[activator]
CC(C)CCNC(=O)c1ccc2c(c1)N(Cc1ccccc1)C(=O)CS2=O (stereo not given)	-7%	-8%	-3%	8%	19%[57.1 µM]	55%[activator]	-11%	10%	467%[activator]
Cc1nn(-c2ccccc2)c(Cl)c1/C=C1\SC(=S)NC1=O	-9%	?	-7%	.	?	-6%	-8%	21%	25µM*
COc1ccc(N(C(=O)c2ccc(Br)o2)C2C=CS(=O)(=O)C2)c(OC)c1 (stereo not given)	-9%	-16%	-3%	-3%	17%	17%	4%	-2%	-14%
O=C(O)/C(=C\c1cccc(F)c1)c1ccc(S(=O)(=O)N2CCCC2)s1	-13%	-18%	9%	-3%	-20%	21%	-19%	32%[activator]	?
CC(C)c1nn2c(=O)cc(COC(=O)c3ccc(NC(=O)C4CCCCC4)cc3)nc2s1	2%	-13%	-5%	6%	16%[57.1 µM]	37%[activator]	12%	-17%	-28%
CC[C@@H](C)[C@@H]1CN([C@@H](C)CN2CCC[C@H]2CN2C(N)=NC[C@@H]2Cc2ccccc2)C(=N)N1CCc1ccc(Cl)c(Cl)c1	-13%	?	-6%	-3%	1%[57.1 µM]	3%	-16%	4%	.
O=C(N/C(=C\c1cccnc1)C(=O)N1CCOCC1)c1ccco1	2%	-2%	7%	1%	8%[57.1 µM]	16%	16%	4%	2%
CCCCn1c(N)c(N(CCC(C)C)C(=O)CSc2nnc(Nc3ccccc3)s2)c(=O)[nH]c1=O	-1%	2%	-1%	9%	2%[57.1 µM]	34%	-1%	-3%	0%
N#CC(c1ccc(Cl)nn1)c1ccccc1Cl (stereo not given)	7%	-5%	5%	-1%	-18%	40%[activator]	-1%	15%	-13%
Cc1ccc(NC(=O)CN2C(=O)COc3ccc(S(=O)(=O)N4CCCCC4)cc32)cc1N(C)C	-1%	-25%	0%	4%	4%	14%	19%	1%	-17%
COc1cc(C(=O)Nc2ccccc2OCc2cc(=O)n3c(C)csc3n2)cc(OC)c1OC	4%	-2%	-7%	1%	-8%	23%	1%	-4%	-23%
O=C(O)Cc1sc(Nc2ccccc2)nc1-c1ccc(Cl)cc1	-7%	45µM*	5%	-2%	3%[57.1 µM]	?	?	6%	?
CCCCNC(=S)N(C)/N=C/c1ccc(OCc2ccc(C(=O)OC)cc2)c(OC)c1	14%	-15%	-1%	.	12%	3%	-8%	8%	4%
COc1ccccc1-c1noc2ncnc(Nc3cccc(C)c3C)c12	-9%	-20%	9%	7%	33%	44%[activator]	14%	-1%	8%
Cc1[nH]c2ccccc2c(=O)c1CN1CCCCC1	i	-16%	-1%	2%	9%	30%	-29%	3%	-24%
Cc1cc(C)c[n+](-c2[nH]c(=O)sc2/C=N/NC([S-])=Nc2ccccc2)c1	8%	?	?	-2%	?	?	-37%	12%	-24%
CSc1ccccc1C(=O)C1CCCN(C(=O)c2cc(C(C)C)no2)C1 (stereo not given)	1%	-14%	-9%	0%	8%	39%	-13%	0%	0%
Cc1nc2c(-c3ccccc3)c(C)nn2c(N)c1-c1ccccc1	-7%	17%	2%	-7%	10%	97%[activator]	-24%	-7%	5%
Cc1cccc(NC(=O)c2ccc3snnc3c2)c1C	-4%	6%	-6%	-5%	2%	36%	-16%	3%	0%

This is a subset (hit frequency here may not be typical).
